Assay outcomes (PubChem BioAssay)
GAA glycogen = alters human alpha-glucosidase cleavage of glycogen | P10253 | recombinant GAA, glycogen substrate, Amplex Red glucose oxidase fluorescence | Potency, µM (highest dose often 76.4 µM), without a hit: at the highest dose activity change, negative = inhibition, hits mostly inhibitors | 300,000 tested, 0.38% active | AID 2100;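 note: 0% = full enzyme reaction and -100% = no-enzyme basal signal; the screen sought inhibitors and activators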
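Recombinant enzyme (4 nM final) with compounds titrated up to 77 uM and bovine liver glycogen (30 ug) in citrate pH 5.0, 0.01% Tween-20, 37 C 40 min. Released glucose detected by Amplex Red/glucose oxidase (Ex 573/Em 610); AC50 from Hill fits.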
HTT ATP protect = Huntington cell model cytoprotection by ATP luminescence; Potency, µM (top dose mostly 56.4 µM), for the others: cytoprotection (ATP increase), hits mostly activators; PC12 HTT-Q103 induced, cytoprotection, ATP luminescence, 40 h; 230,000 tested, 0.14% active;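 note: % of control where 0% means no effect; nearly all actives have a fitted effect of over 45% in size; toxic huntingtin expression switched on by the ecdysone agonist tebufenozide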
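PC12 cells with ecdysone-inducible HTT exon 1 Q103-GFP, induced with 100 nM tebufenozide and co-treated with library compounds in a dose series (1536-well, 1500 cells/well). Cytoprotection read as ATP content by ATPlite luminescence.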
Tau fibril FP = tau fibrillization inhibition (FP); K18 P301L tau heparin fibrillization, Alexa594 FP, 6 h; Potency, µM (highest dose often 57.7 µM), for inactives: at the highest dose activity, negative = inhibition, most hits filed as inhibitors; 280,000 tested, 0.39% active; AID 1468; note: % is set by controls: 0 for no effect and ±100 for the full control effect; nearly all actives have a fitted effect of over 55% in size
Target sequence (P10636 561-689 P618L limits assumed): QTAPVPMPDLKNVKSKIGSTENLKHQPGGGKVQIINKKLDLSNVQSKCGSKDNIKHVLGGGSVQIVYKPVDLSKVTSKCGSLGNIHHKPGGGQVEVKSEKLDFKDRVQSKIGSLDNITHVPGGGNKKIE
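Read-out: fluorescence polarization of Alexa 594-labeled tau (0.24 uM), 555 nm excitation, 632 nm emission. Mixtures held 15 uM unlabeled K18 P301L, compound and 20 uM heparin, pH 7 acetate buffer, incubated 6 hr at 37 C.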
GAA inh = inhibitors of human lysosomal alpha-glucosidase. Potency, µM (doses to about 76.9 µM), for inactives: at the top dose activity change, negative = inhibition, actives largely listed as inhibitors. 200,000 tested, 0.005% active. P10253. purified human GAA, 4-MU-alpha-glucoside fluorescence. AID 1466;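 note: plate controls were uninhibited enzyme wells for no effect and no-enzyme background for full effect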
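Read-out is 4-methylumbelliferone fluorescence (Ex 365/Em 440 nm) after NaOH/glycine stop at pH 10. Enzyme 4 nM, substrate 400 uM, pH 5.0 citrate buffer, 20 min room temperature; AC50 from Hill-equation concentration-response.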
GAA spleen mod = inhibits or activates alpha-glucosidase in human spleen homogenate; P10253; human spleen homogenate, 4-MU-alpha-glucoside fluorescence; Potency, µM (highest dose often 79.9 µM), without a hit: top-dose activity change, negative = inhibition, usual class: inhibitors; 240,000 tested, 0.006% active;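 note: 0% = enzyme with vehicle and -100% = no enzyme basal signal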
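Compounds were titrated against alpha-glucosidase in spleen homogenate at pH 5.0, with 1 mM 4-methylumbelliferyl substrate for 40 min at 37 C. Reactions were quenched with pH 10 NaOH/glycine and fluorescence measured.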
Tau fluor cs = counter-screen for tau fibril formation inhibitors; Potency, µM (titrated, usually from 57.7 µM), without a hit: at the top dose activity change, negative = decrease; 280,000 tested, 0.93% active; tau K18 P301L Alexa594 fluorescence, heparin fibrillization; note: % is set by controls: 0 for no effect and ±100 for the full control effect; nearly all actives have a fitted effect of over 55% in size
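Human K18 P301L tau (15 uM unlabeled plus 0.24 uM Alexa 594-labeled, final) in 100 mM sodium acetate pH 7 was mixed with compound and 20 uM heparin and incubated 6 hr at 37 C.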
GLA spleen mod = alpha-galactosidase A (human) modulation. P06280. human spleen homogenate, 4MU-alpha-Gal fluorescence, 40 min. Potency, µM (doses to about 80 µM), for the others: at the highest dose activity change, negative = inhibition, most hits filed as inhibitors. 240,000 tested, 0.008% active;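 note: 0% = enzyme with vehicle and -100% = no enzyme basal signal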
Target sequence (P06280 32-429 limits assumed): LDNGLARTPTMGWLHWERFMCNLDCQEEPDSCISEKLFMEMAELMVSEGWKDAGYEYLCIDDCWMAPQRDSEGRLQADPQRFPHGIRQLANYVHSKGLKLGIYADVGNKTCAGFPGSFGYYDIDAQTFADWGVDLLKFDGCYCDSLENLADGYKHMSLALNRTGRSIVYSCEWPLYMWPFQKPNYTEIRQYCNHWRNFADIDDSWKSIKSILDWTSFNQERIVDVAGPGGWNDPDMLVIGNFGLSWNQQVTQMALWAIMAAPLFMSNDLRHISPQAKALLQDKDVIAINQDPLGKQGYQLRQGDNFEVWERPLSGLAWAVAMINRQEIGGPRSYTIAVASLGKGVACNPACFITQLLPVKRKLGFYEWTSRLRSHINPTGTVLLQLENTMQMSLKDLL
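Inhibition or activation of alpha-galactosidase in human spleen homogenate is scored by 4-MU fluorescence after 40 min at 37C, pH 5.0, with 1 mM substrate. AC50s come from concentration-response fitted to the Hill equation.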
Tau fibril ThT = tau fibrillization inhibition (ThT binding); P10636; recombinant tau K18 P301L, heparin-induced fibrillization, ThT fluorescence; Potency, µM (top dose mostly 57.4 µM), for inactives: at the top dose activity, negative = inhibition, actives largely listed as inhibitors; 270,000 tested, 2.1% active; AID 1460; note: % is set by controls: 0 for no effect and ±100 for the full control effect; nearly all actives have a fitted effect of over 55% in size
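Fibril formation assay: tau K18 P301L at 15 uM with trace Alexa 594 label, heparin inducer 20 uM, pH 7 sodium acetate buffer, 37 C for 6 hr; endpoint ThT signal.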
The depositor's hits bear a star; ? = inconclusive; · = not tested or not shown; & = joins results of further samples; [ ] = another dose, or the depositor's remark. Calls come from the whole dose curve; as a rule, active = well fitted curve in the direction sought with a large enough effect; inconclusive = small, poorly fitted or top-dose-only effect, or another doubt; inactive = no such curve, though single readings can be large; an effect the other way counts as inactive or inconclusive. Potency is the fitted concentration of half-maximal effect.

Start of the data: the first two compounds, to show the layout:
SMILES | GAA glycogen | HTT ATP protect | Tau fibril FP | GAA inh | GAA spleen mod | Tau fluor cs | GLA spleen mod | Tau fibril ThT
CCCNC(=O)N[C@@H](Cc1ccccc1)C(=O)OC | -1% | 3% | -1% | 1% | 2% | -2% | -1% | -7%
CC(C)N1CCN(Cc2ccc3nsnc3c2)CC1CCO (stereo not drawn) | 14% | 23%[10 µM] | 4% | -2% | 3% | 5% | 0% | 0%

Main list, previewed entries included:
SMILES | GAA glycogen | HTT ATP protect | Tau fibril FP | GAA inh | GAA spleen mod | Tau fluor cs | GLA spleen mod | Tau fibril ThT
CCCNC(=O)N[C@@H](Cc1ccccc1)C(=O)OC | -1% | 3% | -1% | 1% | 2% | -2% | -1% | -7%
CC(C)N1CCN(Cc2ccc3nsnc3c2)CC1CCO (stereo not drawn) | 14% | 23%[10 µM] | 4% | -2% | 3% | 5% | 0% | 0%
c1ccc(-n2nc3c(ccc4cnnc43)[nH]2)cc1 | 2% | -11% | -3% | -5% | 5% | -7% | 8% | -10%
Cc1ccc(-c2nc(NC(=O)c3nn(C)cc3[N+](=O)[O-])sc2C)cc1 | -2% | -99%[inhibitor] | -8% | -2% | 4% | ? | 12% | -16%
COCCN1C(=O)C(=O)/C(=C(/O)c2ccc(C)cc2)C1c1ccccn1 (stereo not drawn) | -6% | -5%[10 µM] | 3% | 11% | -13% | -4% | -17% | -8%
COc1ccc(C(NC(=O)c2ccc(=O)[nH]c2)C(=O)Nc2ccc(C(C)C)cc2)cc1 (stereo not drawn) | 1% | 2% | -3% | -4% | -5% | ? | -3% | ?
CC(=O)N1CCc2cc(C(=O)CN3CCCCC3)ccc21 | 9% | -26% | 6% | -13%[15.4 µM] | -3% | 2% | -3% | -5%
COC(=O)c1sccc1NC(=S)N1CCN(c2ccccc2F)CC1 | -9% | -12%[10 µM] | -7% | 1% | 2% | -16% | 0% | -2%
CCn1cc(C(=O)NCCc2ccc(Cl)cc2)c(=O)c2cc(S(=O)(=O)N3CCOCC3)ccc21 | 12%[76.3 µM] | · | -15% | · | · | ? | · | -9%
CCCCOc1ccccc1C(=O)Nc1onc2c1CCCC2 | -11%[76.3 µM] | · | 0% | · | · | -24% | · | ?
CCOC(=O)Cn1c(=O)oc2cc(S(=O)(=O)N3CCN(c4cccc(C)c4C)CC3)ccc21 | 9%[76.3 µM] | · | -6% | · | · | -15% | · | 6%
COC(=O)c1cc(NC(=O)CSc2nc(C)cc(=O)[nH]2)cc(C(=O)OC)c1 | 9% | 21% | 8% | 2% | -7% | 2% | -1% | 1%
COc1nc(N2CCOCC2)nc(-n2cccc2)n1 | 6% | -26%[10 µM] | -11% | 1% | -5% | -2% | -10% | -3%
CCCN1C(=O)SC(CC(=O)Nc2cccc3ccccc23)C1=O (stereo not drawn) | 3% | -15%[10 µM] | -3% | -9% | 6% | -9% | 3% | -14%
O=C(NC1CCCCC1)C(=O)c1c(-c2ccccc2)[nH]c2ccccc12 | 3% | · | 0% | 2% | -1% | -18% | 2% | -8%
COc1ccc(-c2nn(CC(=O)Nc3ccc(Cl)c(Cl)c3)c(=O)c3ccccc23)cc1 | 5% | -31% | ? | -5% | -13% | ? | -5% | -8%
CCn1ncc(/C=N/NC(=O)c2cc(Cl)ccc2OC)c1C | 3% | · | 1% | -1% | -2% | 3% | -5% | -3%
O=C(OCc1cccc([N+](=O)[O-])c1)c1cnccn1 | 20% | · | 6% | 4% | -2% | 4% | -10% | 5%
CCOc1ccc2oc(=O)cc(CN3CCN(C(=O)c4cccc(Cl)c4)CC3)c2c1 | -13%[76.3 µM] | · | -1% | · | · | -12% | · | -12%
COc1cccc([C@@H]2Oc3ccc(OC)cc3C(=O)[C@H]2OC(=O)Nc2ccc(OC(F)F)cc2)c1 | · | 10% | -13% | · | -11% | -26% | -3% | -5%
COc1ccc(OC)c(NC(=O)C2C3C=CC(C3)C2C(=O)NCc2cccnc2)c1 (stereo not drawn) | 2% | -38%[inhibitor] | 0% | -19% | · | -2% | 0% | -3%
O=C(/C=C/c1ccccc1Cl)NC(=S)Nc1ccccc1C(=O)NC1CCCCC1 | -5% | -14% | -4% | 2% | -2% | -3% | -13% | -9%
CCc1nnc(NC(=O)CSc2ccc(-c3nc4ccc(C)cc4[nH]3)cn2)s1 | 1% | -22%[10 µM] | ? | 3% | -5% | ? | -2% | ?
COc1ccccc1Cn1nnc2c(=O)[nH]c(C3CCN(C(=O)c4ccccc4Cl)CC3)nc21 | 10% | -17% | 3% | 1% | -8% | 2% | -3% | -14%
O=C(NCCc1cccs1)c1ccc(Cl)c(Cl)c1 | -5% | 2%[10 µM] | -10% | -7% | 3% | -23% | 2% | -15%
CN1CCN(C(c2cccnc2)c2ccc3cccnc3c2O)CC1 (stereo not drawn) | -5% | -59%[inhibitor][10 µM] | -7% | -12% | 1% | -3% | 8% | 8%
O=c1cc(N2CCN(c3cccc(Cl)c3)CC2)[nH]c(=O)n1C1CCCCC1 | -10% | -22% | -3% | 4% | -10% | 1% | 4% | -1%
CC(C)(C)c1ccc(/C([O-])=C(/C(=S)NCc2ccco2)[n+]2ccccc2)cc1 | 2% | 8% | -2% | 1% | -10% | -24% | 0% | ?
Cc1ccc(C)c(NC(=O)CSc2nc3c(oc4ccccc43)c(=O)n2-c2ccccc2)c1 | 9% | 11%[10 µM] | -3% | 3% | 0% | -10% | 5% | -16%
O=C(c1ccc2c(c1)N(Cc1ccccc1)C(=O)c1ccccc1S2)N1CCCC1 | 4% | 17% | 2% | 4% | -5% | -5% | 3% | 4%
C[C@H](CCC(=O)O)[C@H]1CC[C@H]2[C@H]3C(C[C@H](O)[C@]12C)[C@@]1(C)CC[C@@H](O)C[C@H]1C[C@H]3O (stereo partly drawn) | · | 13% | 3%&-10% | · | 10%&-5% | -4%&-2% | -1%&-15% | -12%&-2%
Cn1c(=O)[nH]c(=O)c2c1nc(N/N=C/c1ccncc1)n2Cc1ccc(F)cc1 | ? | 18%[10 µM] | 5% | · | -4% | 0% | -3% | ·
O=C(O)C1CCCN(C(=O)NCc2ccccc2)C1 (stereo not drawn) | 11% | 0%[10 µM] | 0% | -34% | 1% | 8% | -7% | -1%
COc1ccc2c(c1)[nH]c1c(N3CCN(Cc4ccc5c(c4)OCO5)CC3)ncnc12 | -16% | -100%[inhibitor] | 4% | -6% | -2% | 16µM*[quencher] | -13% | ?
CCOC(=O)CSc1nnc(-c2cccs2)n1-c1ccccc1 | 3% | 0% | -5% | 3% | 4% | -1% | 3% | -4%
Cc1cc(NC(=O)C2CCCN2C(=O)Nc2c(C)cccc2C)ccc1-n1cnnn1 (stereo not drawn) | 1% | 2%[10 µM] | 7% | 3% | -1% | 6% | 3% | -3%
CCCCC(CCC(=O)Nc1ccc(C(=O)OCC)cc1)C(=O)O (stereo not drawn) | 7% | -4%[10 µM] | -1% | 3% | 2% | -1% | 8% | -1%
CCN(CC)c1ccc(NC(=O)c2cnc3ccccn3c2=O)c(C)c1 | 12% | -6% | 5% | -6% | 2% | -20% | 2% | ?
CC1CCC2C(=O)N(c3ccccc3OC(=O)c3ccccc3)C(=O)C2C1 (stereo not drawn) | -7% | -8% | 1% | -6% | 7% | -3% | 4% | -3%
COc1ccc(-n2nc3cc(C)c(NC(=O)CC(C)C)cc3n2)cc1 | -14% | -4% | 2% | -1% | -4% | 4% | 1% | -4%

Record cards, as listed above. Screens in order: GAA glycogen	HTT ATP protect	Tau fibril FP	GAA inh	GAA spleen mod	Tau fluor cs	GLA spleen mod	Tau fibril ThT
`COc1cccc([C@@H]2Oc3ccc(OC)cc3C(=O)[C@H]2OC(=O)Nc2ccc(OC(F)F)cc2)c1` is listed with ·	10%	-13%	·	-11%	-26%	-3%	-5%
`c1ccc(-n2nc3c(ccc4cnnc43)[nH]2)cc1` is listed with 2%	-11%	-3%	-5%	5%	-7%	8%	-10%
`COc1ccc(-n2nc3cc(C)c(NC(=O)CC(C)C)cc3n2)cc1` is listed with -14%	-4%	2%	-1%	-4%	4%	1%	-4%

(next part)
SMILES | GAA glycogen | HTT ATP protect | Tau fibril FP | GAA inh | GAA spleen mod | Tau fluor cs | GLA spleen mod | Tau fibril ThT
Cn1c(=O)n(Cc2ccccc2)c(=O)c2c1nc1n2CCS1 | -9% | -1%[10 µM] | 1% | -6% | -2% | 0% | 2% | 0%
CCOCCCNC(=S)Nc1ccc2nc3n(c(=O)c2c1)CCCCC3 | -15% | -6% | -1% | 3% | 0% | -9% | 8% | -3%
N#CC1=C2SC=C(c3ccc(Br)cc3)N2CCCC1=O | -5% | -80%[inhibitor] | ? | -1% | 8% | ? | 1% | ?
CCCCC(=O)Nc1ccc(Br)cc1C(=O)O | 2% | -9% | 3% | -4% | -7% | -9% | 1% | -8%
Cc1ccc(C(=O)N2CCN(c3ccccn3)CC2)cc1[N+](=O)[O-] | 13% | -16% | 1% | -1% | 1% | 9% | -2% | 8%
Cn1c(Sc2ccc(C(=O)O)cc2[N+](=O)[O-])nnc1-c1ccccc1 | 23% | -25%[1.9 µM] | 3% | 6% | 3% | 6% | 0% | 3%
NNC(=O)COc1cccc2cccnc12 | -10% | 15%[1.9 µM] | -3% | -6% | 3% | -5% | -4% | ?
C/C=N/N(c1ccccc1)c1ccccc1 | -9% | 2%[10 µM] | -8% | · | -4% | -9% | -5% | ·
COc1ccc2[nH]cc(CCNC(=O)Nc3ccc(F)cc3)c2c1 | 15%[76.3 µM] | · | 13% | · | · | ? | · | -22%
Cc1csc(NC(=O)CSc2ncnc3c2cnn3-c2ccccc2Cl)n1 | -9% | 1%[10 µM] | -6% | -1% | -27% | -18% | -2% | ?
Cc1ccccc1Nc1nc(CSc2nnnn2-c2ccccc2)cs1 | 13% | -6%[10 µM] | 7% | 5% | 0% | ? | 2% | ?
Cc1nc2ccc(C(=O)O)cc2nc1C | -2% | 12%[10 µM] | -4% | -6% | -5% | -2% | -15% | -4%
Cc1ccc2nc(SCC(=O)Nc3cccc(S(=O)(=O)N(C)C)c3)[nH]c2c1 | -5% | 6%[10 µM] | -4% | 0% | -2% | -22% | -2% | -1%
COc1cc(NC(=O)CN(c2cc(C)cc(C)c2)S(=O)(=O)c2c(C)noc2C)cc(OC)c1 | -3% | -20% | ? | 5% | 1% | -26% | -4% | 1%
